KOR beta-arrestin-1: KOR antagonists, beta-arrestin recruitment, cell-based, luminescence, uHTS (AID 1778); KOR beta-arrestin recruitment, luminescence, antagonist mode; higher % means a stronger effect; one-dose inhibition, % at 10 µM; IC50 in µM for titrated hits; hit rate 0.091% among 290,000; in the data active = inhibition above about 50%; also: strong numbers were not always called active
KOR beta-arrestin-2: kappa opioid receptor activators – cell-based, luminescence, uHTS, primary screen (AID 1777) | activation, % at 10 µM; hits with a dose series show EC50 in µM | KOR beta-arrestin recruitment, luminescence; higher % means a stronger effect | hit rate 0.02% among 280,000; in the data active = activation above about 50%, passing the limit was not always enough; also: a part of the inactive calls stands beside numbers as strong as those of hits
GPR55 activation: GPR55 agonists via beta-arrestin recruitment, primary screen, imaging, U2OS cells, beta-arrestin-GFP redistribution (AID 1961). U2OS GPR55 beta-arrestin-GFP redistribution imaging; higher % means a stronger effect. activation, % at 10 µM, or EC50 in µM where a hit was titrated. hit rate 0.048% among 290,000;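 active = activation above 40% with more than 50 cells counted in the well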;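 also: U2OS osteosarcoma cells stably expressing GPR55 and beta-arrestin-GFP; plate controls were DMSO negative control for no effect and LPI positive control for full effect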
GPR35 antagonists: inhibition of zaprinast-stimulated GPR35 beta-arrestin translocation – imaging, U2OS, beta-arrestin-GFP, zaprinast agonist, primary screen (AID 2058); inhibition, % at 10 µM; hits with a dose series show IC50 in µM; hit rate 0.052% among 290,000; U2OS GPR35 beta-arrestin-GFP translocation imaging, zaprinast antagonism; higher % means a stronger effect;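 active = inhibition of at least 50% with at least 30 cells and total cytoplasm GFP at most 10,000,000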
NTR1 agonist: NTR1-driven beta-arrestin-GFP spot formation – imaging, U2OS cells, high content, primary screen (AID 493036) | hit rate 0.17% among 330,000 | agonist mode | P30989 | activation, % at 20 µM;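 active = activation at or above 40% of the spot to cytoplasm intensity ratio, with at least 20 cells analyzed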;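 also: 0% = DMSO without peptide and 100% = 100 nM NTR1 peptide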
Target sequence (P30989 whole entry, looked up): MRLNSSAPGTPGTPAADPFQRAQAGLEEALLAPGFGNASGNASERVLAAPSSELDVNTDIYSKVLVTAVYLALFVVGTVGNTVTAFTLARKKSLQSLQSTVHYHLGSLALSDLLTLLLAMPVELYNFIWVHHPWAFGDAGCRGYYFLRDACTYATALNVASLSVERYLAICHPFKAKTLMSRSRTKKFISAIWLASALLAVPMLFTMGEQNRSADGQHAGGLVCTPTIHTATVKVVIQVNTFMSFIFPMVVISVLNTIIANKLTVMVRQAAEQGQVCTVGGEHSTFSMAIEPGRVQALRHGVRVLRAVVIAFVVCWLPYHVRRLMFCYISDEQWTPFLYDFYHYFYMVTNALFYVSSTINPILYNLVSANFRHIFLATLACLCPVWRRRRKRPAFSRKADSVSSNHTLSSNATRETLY
T cell modulator: T cell immune modulators affecting CD8 T cell-vesicle binding; 2C CD8+ T cell-vesicle binding, flow cytometry; stronger effect = lower value; calls only at 7 µM; AID 2052; hit rate 0.068% among 330,000;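 active = response, share of CD8 T cells binding vesicles, and their 90th percentile fluorescence all below set limits, cut at about 80% in these data, passing the limit was not always enough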
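Material: murine 2C transgenic CD8+ T lymphocytes / Also added: QL9-peptide-loaded Drosophila micro-vesicles bearing Ld, ICAM-1 and B7-1 / Schedule: binding step 1.5 h, 37 °C, antibody labelling 20 min, ice / Signal: flow cytometry, PE anti-B7-1 (FL2) versus Alexa647 anti-CD8 (FL8), PFA-fixed / Evaluation: percent CD8+ FL2 mean versus row control / Benchmarks: naked versus QL9-loaded vesicles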
PhoP inhibition: inhibitors of PhoP regulon expression, primary screen, Salmonella Typhimurium, GFP reporter (AID 1863) | hit rate 0.16% among 300,000 | inhibition, % at 50 µM; hits with a dose series show IC50 in µM | S. Typhimurium PhoP-regulated promoter GFP reporter, 4 h; higher % means a stronger effect;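 active = inhibition over 29.93%, a cutoff 3 SD above the screen mean, later confirmed by dose response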;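 also: 0% = low Mg2+ inducing control and 100% = high Mg2+ repressing control; strong numbers were not always called active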
West Nile virus CPE: West Nile virus antiviral activity, cell-based, CPE readout (AID 1621); West Nile virus-infected cells, CPE inhibition; higher % means a stronger effect; hit rate 0.02% among 290,000; CPE inhibition, % at 10 µM, or IC50 in µM where a hit was titrated; in the data active = a potency from the dose series; also: strong numbers were not always called active
GPR55 LPI antagonism: GPR55 antagonists blocking LPI-driven arrestin recruitment, primary screen, imaging, U2OS, beta-arrestin-GFP, LPI agonist (AID 2013); inhibition, % at 10 µM; hits with a dose series show IC50 in µM; U2OS GPR55 beta-arrestin-GFP translocation imaging, LPI antagonism; higher % means a stronger effect; hit rate 0.13% among 290,000;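 active = spots per cell inhibited over 60%, with over 100 cells counted and total cytoplasm intensity under 500,000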;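 also: U2OS cells stably carrying GPR55 and arrestin-GFP stimulated by 5 µM LPI near EC80; imaged beta-arrestin-GFP aggregate spots per cell after agonist stimulation; plate controls were LPI-stimulated DMSO wells for no effect and DMSO wells without LPI for full effect; some results filed as inactive read as strong as hits; confirmed hits need IC50 under 10 µM and bright autofluorescent wells are also inconclusive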
T cell modulator vesicle-bound %: recorded beside T cell modulator, whose call it bears; double positive events, %; measured here: CD8+ vesicle-bound cell fraction;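 binding gate set so that unloaded-vesicle control wells show 10% double positive cells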
NTR1 agonist cell count 20 µM: also measured in NTR1 agonist; calls as there; cell count; measured here: cell count, cytotoxicity flag
The depositor's hits bear a star; i = inactive; nt = no result given; [ ] = remark or other dose.

SMILES	KOR beta-arrestin-1	KOR beta-arrestin-2	GPR55 activation	GPR35 antagonists	NTR1 agonist	NTR1 agonist cell count 20 µM	T cell modulator	T cell modulator vesicle-bound %	PhoP inhibition	West Nile virus CPE	GPR55 LPI antagonism
CC(C)n1c(=NC(=O)c2ccco2)c(C#N)cc2c(=O)n3ccccc3cc21	6%	-7.2%	0.8%	9%	-0.7	42	i	15	-2%	nt	-1%
O=C(NCC(=O)N1CCCC1)c1cccs1	20%	-0.3%	-0.1%	-9%	2.0	41	i	45	11%	0.0%	7%
Cc1cc(C)n(-c2nc(C(F)(F)F)nc3ccccc23)n1	-15%	-7.4%	-0.1%	-2%	0.3	40	i	59	-8%	0.1%	10%
CCOC(=O)c1c(C)n(C)c2ccc(OC)c(NS(=O)(=O)CC)c12	30%	-1.2%	0.5%	-1%	1.2	54	i	37	-16%	-0.3%	3%
O=C(c1cccc(C(=O)N2CCN(c3ncccn3)CC2)c1)N1CCN(c2ncccn2)CC1	-5%	1.0%	-0.1%	1%	-0.8	29	i	55	-4%	nt	7%
N#C/C(=C\c1cccc([N+](=O)[O-])c1)C(=O)NCC1CCCO1 (stereo unspecified)	-22%	0.0%	0.5%	10%	-0.5	39	i	24	3%	-0.3%	-1%
C=CCNc1nc(Nc2ccc(OC)cc2)nc(OCC)n1	8%	0.9%	-0.2%	-6%	4.9	53	i	7	22%	-0.3%	6%
C=CCn1c(Oc2ccccc2)nc2c1c(=O)n(C)c(=O)n2C	-36%[20 µM]	2.5%	0.4%	-10%	0.3	56	i	62	6%	-0.7%	-6%
NC(=O)C1(c2ccccc2)CCCN1C(=O)c1ccccc1Br (stereo unspecified)	-17%	-0.9%	-0.3%	11%	0.0	41	i	1	5%	0.0%	4%
CCC(C)(C(=O)NC1CCCC1)N(C)C(=O)Cc1c[nH]c2ccccc12 (stereo unspecified)	4%	-2.8%	-0.3%	-4%	-1.4	56	i	5	-6%	-0.3%	2%
Cc1ccc(-c2noc(CNC(=O)c3ccoc3C)n2)cc1	4%	0.7%	-0.4%	11%	-0.5	52	i	17	15%	-0.3%	3%
O=C(NCCNc1ccc([N+](=O)[O-])cc1)c1ccc(Cl)cc1	12%	0.6%	0.2%	-20%	1.1	37	i	41	1%	-0.6%	1%
CC1CCN(Cc2nnnn2CCCC(=O)N(C)C(C)c2ccccn2)CC1 (stereo unspecified)	19%	-5.6%	0.0%	18%	-0.7	56	i	39	3%	0.2%	4%
COc1ccc(NC(=O)c2cn(-c3ccccc3)nc2SC)cc1	-11%	1.2%	0.3%	8%	0.0	45	i	30	-7%	-0.5%	3%
COc1ccc(CCNCC(O)COc2c(C)cccc2C)cc1OC (stereo unspecified)	5%	-0.3%	0.0%	2%	nt	nt	i	14	0%	0.1%	20%
COc1cccc(C2C=C(c3ccc(Br)s3)Nc3ncnn32)c1OC (stereo unspecified)	10%	-5.1%	0.2%	17%	0.8	58	i	4	-15%	-0.3%	-2%
Cc1nnsc1C(=O)NC1CCCc2c1cnn2-c1ccc(F)cc1F (stereo unspecified)	6%	-0.2%	-0.1%	-8%	-0.7	76	i	6	7%	-1.2%	4%
Cc1ccc(Cc2nc(-c3ccncc3)no2)cc1	-10%	-0.6%	0.8%	-16%	0.3	86	i	56	-3%	-1.7%	-1%
CCCCC1=CC2=CC(=O)C(C)(OC(=O)CC)C(=O)C2=CN1Cc1ccc2c(c1)OCO2 (stereo unspecified)	13%	5.1%	-0.2%	-7%	2.3	58	i	37	-5%	-0.6%	8%
Cc1cc(S(=O)(=O)NCc2ccc(N3CCN(C)CC3)cc2)c(C)s1	2%	-1.2%	0.2%	5%	-0.2	48	i	28	-4%	1.1%	-15%
O=C(O)C1CCCCC1C(=O)Nc1cccc(C(=O)N2CCCCC2)c1 (stereo unspecified)	18%	-3.0%	-0.3%	15%	-0.1	50	i	21	-6%	0.3%	-11%
O=[N+]([O-])c1ccc(COc2cccc(CNc3ccc(F)cc3)c2)cc1	2%	2.0%	0.8%	9%	-2.1	68	i	48	7%	-1.0%	9%
Cc1ccc2oc(-c3ccco3)nc2c1	-10%	-4.1%	0.2%	1%	2.9	50	i	19	8%	0.3%	1%
CC1CCCCC1NS(=O)(=O)c1ccc(S(=O)(=O)NCc2ccncc2)cc1 (stereo unspecified)	-24%	2.2%	0.6%	0%	-1.3	53	i	11	-3%	0.5%	-7%
COc1ccc(CC(=O)N(Cc2cc3cc(OC)ccc3[nH]c2=O)C(C)C)cc1	4%	-5.1%	-0.2%	12%	-0.5	51	i	26	-4%	0.1%	11%
O=C(NC1CCCc2ccccc21)c1ccccc1Br (stereo unspecified)	-27%	0.6%	-0.1%	7%	-0.6	48	i	28	-7%	-0.7%	31%
CCCNC(=O)c1ccccc1NC(=O)CSCc1ccc(OC)cc1	-38%	-5.3%	-0.1%	-13%	-1.0	50	i	42	3%	0.0%	-9%
CCOC(=O)/C=C(\C)Sc1cc(=O)oc2ccccc12	18%	0.4%	-0.1%	0%	-1.3	80	i	28	-5%	1.6%	0%
CCOc1cc(-c2noc(N)c2C(=O)OC)cc(OCC)c1OCC	-4%	2.1%	0.3%	4%	1.1	80	i	30	-4%	nt	35%
Cn1c(SCc2ccccc2)nc2c1c(=O)[nH]c(=O)n2C	-24%	-1.1%	0.0%	3%	-1.0	105	i	41	-5%	0.1%	6%
CN(C)c1ccc(NC(=O)CCCc2ccccc2)cc1	22%	1.8%	0.8%	9%	-1.6	99	i	44	6%	0.4%	-10%
CCc1c(C)sc(NC(=O)Cn2nc(C)c([N+](=O)[O-])c2C)c1C(N)=O	1%[20 µM]	-3.1%	-0.1%	10%	0.8	91	i	50	-1%	-1.3%	-8%
CCNC(=S)NNC(=O)Cn1c(=O)c2c(ncn2CCOC)n(Cc2ccccc2)c1=O	-8%	-3.9%	0.2%	4%	-1.4	37	i	15	4%	-0.6%	-14%
O=C(c1ccccc1)N1CCN(c2n[nH]c(=O)[nH]c2=O)CC1	6%	3.2%	0.1%	7%	-1.5	21	i	32	0%	0.2%	-3%
O=C(NN=C1CCN(Cc2ccccc2)CC1)c1ccccc1O	9%	2.7%	-0.2%	-4%	0.7	53	i	26	2%	1.2%	8%
Cc1nc(NC(=O)C(Cl)Cl)sc1C(=O)N(C)C	-19%	1.4%	-0.1%	0%	2.4	49	i	9	20%	0.8%	0%
O=C(CCc1nnc(-c2ccsc2)o1)N1CCCCC1CCn1ccnc1 (stereo unspecified)	-25%	0.5%	-0.1%	8%	-0.4	32	i	57	13%	-0.4%	14%
CCSc1nc(N)c(C#N)c(-c2ccccc2Cl)c1C#N	18%	-3.5%	-0.2%	-7%	3.2	36	i	34	-3%	0.0%	-3%
CCCn1c(=S)[nH]c2cc(C(=O)N3CCN(c4ccccc4OC)CC3)ccc2c1=O	-7%	3.4%	-0.3%	6%	6.3	48	i	22	5%	-0.5%	8%
CS/C(=N\S(=O)(=O)c1cccs1)Nc1ccc(F)c(Cl)c1	-36%	0.8%	-0.4%	8%	1.7	60	i	47	-5%	-0.8%	7%
N#CC(CO)(Cc1ccc(OC(F)F)cc1)c1nc2ccccc2[nH]1 (stereo unspecified)	4%	2.9%	0.6%	3%	1.6	59	i	46	-35%	-0.9%	0%
CCc1nc(CN2CCN(Cc3ccc(F)c(F)c3)C(CCO)C2)c(C)[nH]1 (stereo unspecified)	-1%	-4.1%	-0.2%	4%	0.2	94	i	56	5%	0.5%	7%
CCOc1ccc(CSC2=NCCN2)cc1[N+](=O)[O-]	-13%	1.0%	0.0%	1%	1.0	74	i	55	8%	-1.1%	-6%
Cc1cc(C(=O)N/N=C/c2cc(Br)ccc2OC(=O)c2ccccc2)n[nH]1	-36%	46%	0.6%	17%	6.3	30	i	36	-15%	nt	0%
COc1ccc(-n2nnnc2-c2cccnc2)cc1	6%	-1.6%	0.6%	-12%	-1.2	46	i	23	-6%	0.6%	2%
CSc1ccc(Cl)c(C(=O)NCCOc2cc(C(C)C)ccc2C)c1	17%	-1.8%	-0.1%	5%	4.7	66	i	6	-2%	-0.7%	22%
C=CCn1c(C)cc(C(=O)Cn2c(C(C)O)nc3ccccc32)c1C (stereo unspecified)	-10%	-2.8%	-0.3%	-18%	-1.5	51	i	39	-3%	-0.9%	4%
O=S(=O)(c1cccc(F)c1)N1CCN(C(=S)NCC2CCCO2)CC1 (stereo unspecified)	-17%	6.6%	0.3%	1%	0.2	60	i	30	-4%	-0.3%	1%
CCOc1ccc2nc(-c3ccc(OC)c(OC)c3)cc(C(=O)O)c2c1	9%	-1.0%	0.2%	-6%	0.0	45	i	14	-7%	0.1%	-1%
O=C(C/C=N\OCc1ccc(Cl)cc1Cl)Nc1ccccc1	-1%	-5.1%	-0.5%	6%	0.2	43	i	54	3%	-0.1%	-11%
CC(C)OP(=O)(c1ccc(N(C)C)cc1)C(O)c1cccnc1 (stereo unspecified)	12%	3.2%	0.0%	-10%	-0.8	58	i	23	-1%	-0.1%	17%
COc1ccc(CC(=O)N2CCN(c3ccccn3)CC2)cc1	24%	-4.2%	-0.2%	6%	-0.6	62	i	33	1%	-0.5%	5%
CN(c1ccccc1)c1ccc(/C=C(\CCC(=O)O)c2nc3ccccc3s2)cc1[N+](=O)[O-]	-10%	10%	0.1%	-12%	5.7	66	i	25	3%	0.4%	10%

Taken from above.
In KOR beta-arrestin-2, CCNC(=S)NNC(=O)Cn1c(=O)c2c(ncn2CCOC)n(Cc2ccccc2)c1=O has -3.9%
In PhoP inhibition, CN(C)c1ccc(NC(=O)CCCc2ccccc2)cc1 has 6%
In NTR1 agonist cell count 20 µM, Cc1cc(C(=O)N/N=C/c2cc(Br)ccc2OC(=O)c2ccccc2)n[nH]1 has 30

Compound activity: PubChem, several laboratories
